STAT1 activator – increases IFN-gamma driven STAT1 reporter signal; activation (% of control), % at 5.5 µM; NIH 3T3 STAT1-luciferase reporter, luminescence; 100% = IFN-gamma alone, no compound; AID 932; 2.6% of 200,000 active;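 active = activation above the screen-wide mean activation plus 3 SD, cut at about 130% in these data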;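 also: raw ratio to IFN-gamma control signal so 100% means no change and 0% no light; values of inactives mirror those of a sister screen read the other way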
Hsp70 act – transcriptional activators of Hsp70 | HeLa Hsp70 promoter luciferase reporter, luminescence; scaled: vehicle 0, proteasome-inhibitor control 100% | activation, % at 10 µM | 0.04% of 200,000 active | AID 1203;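 active = activation above the mean across all tested compounds plus 3 SD, cutoff set per campaign, cut at about 5.5% in these data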;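 also: 100% = MG132 at 30 µM as the positive control and 0% = DMSO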
TLR4 MyD88 comp – inhibitors of human TLR4-MyD88 binding; O00206+Q99836; HeLa CL3-4 TLR4/MyD88 BLA complementation, FRET ratio; inhibition, % at 8.4 µM; 0.18% of 200,000 active; AID 861; in the data active = inhibition above about 25%;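 also: 0% = vehicle and 100% = reference inhibitor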
Target sequence (O00206 whole entry, looked up): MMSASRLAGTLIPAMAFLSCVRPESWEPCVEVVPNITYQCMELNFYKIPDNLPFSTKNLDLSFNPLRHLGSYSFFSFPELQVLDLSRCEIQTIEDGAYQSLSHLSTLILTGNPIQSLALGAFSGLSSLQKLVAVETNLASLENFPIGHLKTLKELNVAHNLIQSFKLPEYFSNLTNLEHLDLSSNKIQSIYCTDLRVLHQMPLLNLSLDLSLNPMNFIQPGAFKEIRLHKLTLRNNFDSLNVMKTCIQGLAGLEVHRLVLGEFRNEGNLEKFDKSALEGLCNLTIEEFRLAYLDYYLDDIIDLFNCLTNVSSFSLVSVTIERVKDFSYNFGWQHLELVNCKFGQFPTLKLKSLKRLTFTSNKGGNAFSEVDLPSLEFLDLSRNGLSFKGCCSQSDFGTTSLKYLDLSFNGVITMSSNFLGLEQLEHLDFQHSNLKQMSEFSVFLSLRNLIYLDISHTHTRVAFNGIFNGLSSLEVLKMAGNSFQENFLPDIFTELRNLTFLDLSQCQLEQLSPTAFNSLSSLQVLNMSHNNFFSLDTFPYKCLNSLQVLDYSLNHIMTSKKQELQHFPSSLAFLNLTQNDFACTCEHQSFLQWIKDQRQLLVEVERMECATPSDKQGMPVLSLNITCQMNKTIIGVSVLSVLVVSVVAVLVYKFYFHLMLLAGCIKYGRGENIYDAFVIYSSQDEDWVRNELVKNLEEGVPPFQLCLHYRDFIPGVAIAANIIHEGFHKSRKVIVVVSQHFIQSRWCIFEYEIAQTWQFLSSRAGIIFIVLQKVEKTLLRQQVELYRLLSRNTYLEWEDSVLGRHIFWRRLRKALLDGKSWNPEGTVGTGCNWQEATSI
Target sequence (Q99836 whole entry, looked up): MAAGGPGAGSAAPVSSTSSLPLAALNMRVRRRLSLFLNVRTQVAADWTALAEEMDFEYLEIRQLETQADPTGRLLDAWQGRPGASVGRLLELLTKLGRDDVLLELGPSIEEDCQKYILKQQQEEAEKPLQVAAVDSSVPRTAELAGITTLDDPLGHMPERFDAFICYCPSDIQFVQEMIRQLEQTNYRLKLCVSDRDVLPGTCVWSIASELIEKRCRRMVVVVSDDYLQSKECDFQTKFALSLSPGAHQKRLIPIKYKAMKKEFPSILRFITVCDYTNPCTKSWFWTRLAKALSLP
STAT3 activator – activators of IL-6 induced STAT3 signaling; U3A cells, IL-6 STAT3-luciferase reporter, luminescence; 100% = signal with IL-6 EC80 alone; activation (% of control), % at 5.6 µM; 0.91% of 190,000 active; AID 871;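 active = activation above the screen-wide mean of compound activation plus 3 SD, cut at about 130% in these data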;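 also: 0% = background luminescence of wells with medium and substrate only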
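System – human U3A cells carrying STAT3-luciferase construct · Probe or stimulus – Interleukin-6, 33 ng/mL · Schedule – compound 1 h, then IL-6 6 h at 37 °C · Signal – luminescence from STAT3-driven luciferase reporter · Evaluation – percent of IL-6-only median luminescence · Benchmarks – IL-6-only high control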
STAT3 inh – STAT3 signaling inhibition; U3A cells, IL-6 STAT3-luciferase reporter, luminescence; host cell line lacks STAT1; inhibition, % at 5.5 µM; 0.89% of 190,000 active; AID 862;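 active = inhibition above the mean inhibition across all screened compounds plus 3 SD, cut at about 44% in these data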;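 also: 0% = DMSO only wells and 100% = 100 µM nifuroxazide control wells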
DTT redox prof – compounds producing H2O2 with reducing agent – biochemical, NIH compound library profiling, artefact control for MLSCN library redox annotation, primary screen. activation, % at 10 µM. 0.03% of 200,000 active. AID 878. DTT-dependent redox cycling H2O2, phenol red/HRP absorbance; 100% = 100 µM peroxide control, 0% = buffer;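 active = activation of at least 50% relative to the plate's high and low controls in the primary single-dose screen; inactive = activation below 50%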;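 also: compound incubated with DTT at 0.8 mM final as the reducing agent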
APP 5'UTR act – APP 5'UTR luciferase reporter activation | 1% of 190,000 active | activation, % at 2 µM | AID 1276 | SH-SY5Y APP 5'UTR luciferase reporter, luminescence; zero percent = DMSO vehicle wells;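 active = activation above a set limit, based on mean plus 3 SD of controls, cut at about 140% in these data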; also: values of inactives mirror those of a sister screen read the other way
NF-kB expr up – NF-kB expression increase, human neuronal cells | NF-kB reporter expression; hits give high values | fold change at 12.5 µM | 1.6% of 190,000 active | AID 1239; in the data active = fold change above about 3.3
STAT1 inh – reduces IFN-gamma driven STAT1 reporter signal; inhibition, % at 5.5 µM; 0.35% of 200,000 active; NIH 3T3 STAT1-luciferase reporter, luminescence;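 active = inhibition above a set limit, the mean inhibition across all tested compounds plus 3 SD, cut at about 34% in these data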;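 also: 0% = IFN-gamma with DMSO and 100% = IFN-gamma with 300 µM nifuroxazide; values of inactives mirror those of a sister screen read the other way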
Efa HMGR inh – inhibitors of class II HMG-CoA reductase from Enterococcus faecalis | inhibition, % at 10 µM | purified E. faecalis HMGR, NADPH absorbance 340 nm kinetic | 0.41% of 190,000 active;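 active = inhibition above a set limit, the median over all tested compounds plus 3 SD, cut at about 9.5% in these data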;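 also: enzyme runs in reverse so mevalonate oxidation gives rising NADPH absorbance; 0% = complete reaction with DMSO and 100% = background rate lacking mevalonate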
An asterisk follows results filed as active; · = not tested or not shown. The order is random; about 5.6% have a hit in one of these screens.

SMILES	STAT1 activator	Hsp70 act	TLR4 MyD88 comp	STAT3 activator	STAT3 inh	DTT redox prof	APP 5'UTR act	NF-kB expr up	STAT1 inh	Efa HMGR inh
CCn1c(=O)c(=O)[nH]c2cc(C(=O)N3CCN(Cc4ccc5c(c4)OCO5)CC3)ccc21	93.7	-0.2	-8.7	95.2	8.2	-1.5	3.5	1	6.1	-3.3
COc1ccc(C(=O)Nc2cc(C(=O)O)cc(C(=O)O)c2)cc1Cl	91.6	-0.1	-14.3	92.8	13.5	0.1	1.7	1.05	7.7	-3.9
CCn1c(COc2ccc(C)cc2)nnc1SCc1nc2ccccc2[nH]1	83.0	-0.1	1.8	85.2	21.8	0.9	-9.9	0.97	18.9	-2.2
O=c1c2ccccc2nc2c3ccccc3c(NCCO)nn12	109.9	0.1	-4.9	89.1	20.7	-0.1	10.8	0.51	-10.5	-1.9
Cc1sc(-n2c(C)cc(C=O)c2C)c(C(=O)O)c1C	102.2	0.1	-3.6	107.7	-12.6	0.0	11.7	0.97	-2.4	-3.0
CCCN(CCC)C(=O)Cn1c(=O)n(CCCC(=O)NCc2ccco2)c(=O)c2sccc21	101.5	-0.1	1.5	103.1	-3.2	-0.7	24.8	1.19	-1.0	0.0
N#Cc1nc(COc2ccc(F)cc2)oc1N1CCC(Cc2ccccc2)CC1	91.7	-0.1	-0.2	104.7	-2.3	2.5	-66.0	1.09	6.0	0.2
COCc1cc(C)nc(OC)c1C(N)=O	100.5	0.2	-16.0	100.9	0.9	-0.7	23.5	1.16	-2.1	-4.1
O=C(NC(NC(=S)Nc1ccccc1C(=O)O)C(Cl)(Cl)Cl)c1ccccc1 (stereo not drawn)	101.1	-0.3	1.1	101.1	3.5	0.0	-0.2	1.24	-1.3	16.6*
CSc1ccc(CN(C)CC(=O)NCc2ccccc2)cc1	101.5	0.0	-11.1	106.0	2.2	0.0	-3.2	1.05	-3.8	0.9
COc1ccc(-c2c(C#N)c(SCC(=O)Nc3ccccc3)nc3c2CCCC3)cc1	100.0	-0.2	-19.8	84.3	21.8	0.9	-0.5	·	0.8	·
CC1(C(=O)NC2CCCC2)CCC(=O)N1Cc1ccc2c(c1)OCO2 (stereo not drawn)	112.8	-0.3	11.7	94.8	11.2	0.3	9.7	1.51	-14.1	-2.6
CCCOc1ccc(N2C(=O)CC(N(CCc3ccc(OC)c(OC)c3)C(=S)Nc3ccccc3)C2=O)cc1 (stereo not drawn)	96.2	-0.1	-15.1	107.2	-8.6	-0.1	9.9	1.08	4.3	-1.5
Cc1cccc(C)c1Nc1nnc(SCC(=O)NC2CCS(=O)(=O)C2)s1 (stereo not drawn)	100.3	0.1	-15.4	100.8	3.0	0.1	10.5	0.97	-0.3	-0.1
CC1CCCCC1NC(=O)CCCn1c(=S)[nH]c2ccccc2c1=O (stereo not drawn)	96.8	0.2	3.1	98.9	3.4	-0.1	-8.0	1.16	1.9	-2.7
COC(=O)/C(=C\Nc1cccc(Cl)c1C)c1ncc(C(F)(F)F)cc1Cl	100.9	-0.3	0.5	103.0	-2.1	-0.3	7.7	1.26	-1.0	-9.6
S=C1NC2(CCCCC2)Nc2ccccc21	90.0	-0.1	-14.3	138.1*	-42.1	-1.0	-17.5	0.98	9.0	-3.0
O=C(COc1ccccc1)N1CCN(c2ccccc2)CC1	98.2	-0.2	0.1	106.0	2.1	-0.2	14.0	1.03	2.0	-1.4
CN1/C(=C\P(=O)(N(C)C)N(C)C)C(C)(C)c2ccccc21	93.0	-0.3	-1.9	93.1	11.9	0.3	3.6	0.6	7.6	-5.5
CC(=O)c1ccc(S(=O)(=O)N2CCN(c3nc4c(C)c(C)ccc4cc3C#N)CC2)cc1	88.8	-0.3	14.2	78.4	29.3	2.0	-12.5	·	13.7	·
Cc1cccc(C(=O)Nc2scc(CC(C)C)c2C(=O)O)c1	102.3	0.1	8.0	95.8	6.3	0.2	18.5	1.27	-3.0	-2.1
CCOC(=O)c1sc(=NC(=O)c2ccco2)n(C)c1C	129.1*	0.2	1.5	142.8*	-47.5	-0.1	31.4	2.08	-32.8	-2.5
CSC1=NCCN1C(=O)c1ccco1	97.6	-0.3	3.1	98.4	10.4	-0.9	-1.1	1.13	2.7	1.7
O=C(NCCCN1CCCC1=O)c1ccccc1NS(=O)(=O)c1ccc(Br)cc1	95.0	0.3	-0.4	101.3	-4.7	0.2	0.1	1.09	5.4	-4.5
Nc1c(C(=O)NCC2CCCO2)c2nc3ccccc3nc2n1-c1ccccc1 (stereo not drawn)	104.4	-0.3	-7.3	89.8	14.1	-0.1	-17.8	0.35	-4.7	-0.3
Cc1ccc(CSCC(=O)NCCc2ccccc2)cc1	100.6	-0.1	4.7	96.1	15.5	-0.5	26.5	1.39	-1.4	1.1
O=C(NC1CCCCC1)C(c1ccc(F)cc1)N(Cc1ccco1)C(=O)c1ccccn1 (stereo not drawn)	101.7	-0.2	5.2	109.8	-10.4	-0.2	-8.4	1.1	-3.3	-3.6
O=C(NC(=O)N1CCCc2ccccc21)c1ccccc1	99.3	-0.2	-4.0	127.7	-32.9	-1.6	15.2	0.92	0.6	1.4
CCc1ccc(N(CC(=O)Nc2nc3ccc(C)cc3s2)S(=O)(=O)c2c(C)noc2C)cc1	106.7	0.3	8.2	100.2	4.5	-1.2	3.2	1.04	-7.4	-2.7
C/C(=N\NC(=S)NCCc1ccccc1)c1cccc(Br)c1	105.6	-0.3	-3.5	109.1	-0.4	-0.2	17.9	0.93	-5.9	-6.0
COc1ccccc1NS(=O)(=O)c1cccc(C(=O)N/N=C/c2cn(-c3ccccc3)nc2-c2ccccc2)c1	117.5	-0.2	2.4	90.8	12.3	-0.4	-7.6	0.66	-19.3	-8.7
Cc1cc(C)nc(NC(=NCCc2c[nH]c3ccccc23)NC(=O)Nc2ccc(Cl)cc2)n1	91.2	-0.5	-5.1	95.3	7.8	0.3	-0.6	0.95	9.8	-6.2
O=C(NCc1cccnc1)c1c(F)c(F)c(F)c(F)c1F	109.2	0.3	-3.9	103.1	-2.3	-0.1	1.4	0.9	-5.8	3.1
O=C(CN1CCc2ccccc2C1)Nc1ccc(Br)cc1	87.5	-0.4	3.1	104.9	-2.2	1.6	7.7	1.14	13.6	-3.8
Cc1ccc(O)c(N=Cc2sc3ccccc3c2Cl)c1	97.3	-0.3	-3.9	104.3	-6.4	-0.2	-11.5	2.29	3.0	-1.8
CCOc1ccc(NC(=O)CCC(=O)N/N=C/c2ccc([N+](=O)[O-])s2)cc1	101.6	0.0	-4.6	100.9	-1.6	0.4	-12.2	1.03	-1.8	-0.5
O=C(NCCSc1ccccn1)c1ccc(Cl)cc1	121.0	-0.4	-5.4	78.8	27.0	-0.1	208.6*	6.09*	-23.9	3.4
COCCCn1c(SCC(N)=O)nnc1-c1ccccc1	103.6	-0.4	-19.9	98.3	11.7	0.5	-2.9	1.2	-3.9	3.4
CC(C)SC1=NC(C)(C)C=C(/C=C/c2ccc(Cl)cc2Cl)N1	97.7	-0.1	-5.9	90.0	17.2	0.0	-13.7	1.17	2.5	-2.5
CC(Nc1ccc(F)cc1F)C(=O)NC(=O)NC1CCCCC1 (stereo not drawn)	102.9	-0.1	10.1	110.1	-10.8	-0.2	-3.6	0.93	-4.7	-0.8
CC(=O)Nc1cc(C(=O)N(C)Cc2ccco2)ccc1Sc1ccc(Cl)cc1	101.2	-0.3	8.2	94.9	9.3	-0.3	-9.0	1.97	-1.3	-5.2
COc1ccc(CCNC(=O)c2sc(=S)n(C)c2N)cc1	96.8	-0.2	-7.7	88.1	21.3	-0.2	1.3	1.14	3.6	-6.8
O=c1c(-c2ccccc2)n[nH]c2ccccc12	124.4	-0.1	-4.9	93.3	16.4	2.4	111.6	3.43*	-26.7	-1.4
Brc1ccc(-c2nnc(-c3ccccc3)o2)o1	137.5*	-0.2	5.2	100.6	2.5	1.7	106.8	3.89*	-45.4	-4.3
COc1ccccc1C(c1nnnn1CCc1ccccc1)N1CCCCCC1 (stereo not drawn)	97.1	0.1	10.5	98.4	2.1	0.0	-4.9	0.83	2.0	-4.3
CCOC(=O)N/N=C/c1cccc(Cl)c1Cl	110.1	-0.2	14.5	94.8	4.9	-0.3	19.0	1.59	-10.7	3.7
Cc1nnsc1C(=O)Nc1cccc(Cl)c1	97.5	0.1	7.6	97.4	14.2	-0.3	3.4	1.14	2.0	-7.8
Cc1cccc(NC(=O)NC2CC(=O)N(c3ccc4c(c3)OCCO4)C2)n1 (stereo not drawn)	108.1	-0.3	5.5	102.9	4.3	6.0	7.2	1.07	-9.1	-4.0
CCCCSc1nc2c(c(=O)[nH]1)CCC2	97.8	-0.1	5.2	102.7	-0.2	0.0	11.4	1.04	2.5	-5.8
O=C(Cn1cnc2c(nnn2Cc2ccc(F)cc2)c1=O)NC1CCCC1	95.1	0.0	-10.7	100.2	9.6	2.2	2.8	0.99	5.4	7.8
N#Cc1c(NC(=O)c2ccccc2Cl)n(Cc2ccccc2)c2nc3ccccc3nc12	99.3	-0.4	-3.5	98.4	1.3	4.3	-3.8	0.74	0.8	-10.0
OCCN1CCN(c2nc(-c3ccccc3)nc3c2oc2ccccc23)CC1	101.6	-0.2	-16.4	92.2	16.6	-0.6	-10.3	0.41	-1.7	1.0
O=[N+]([O-])c1cccc(N/N=C/c2cccc3ccccc23)c1	99.8	-0.3	16.4	94.1	7.9	0.7	30.9	0.9	0.3	-5.1
COc1ccc(CCNC(=O)Nc2cccc([N+](=O)[O-])c2)cc1OC	98.0	-0.4	6.0	101.6	4.5	-0.2	23.1	0.94	0.1	-4.1
Cc1ccccc1CN1CCNC1=O	99.5	-0.1	2.4	98.5	5.5	0.0	-11.1	1.15	0.5	-2.4
CCN(CC)CCNC(=O)c1ccc(NS(=O)(=O)c2ccc3c(c2)OCCO3)cc1	91.9	-0.1	5.2	101.8	2.7	0.1	12.6	1.16	6.0	-0.6

In the list so far, 4 have a COOH group:
SMILES	STAT1 activator	Hsp70 act	TLR4 MyD88 comp	STAT3 activator	STAT3 inh	DTT redox prof	APP 5'UTR act	NF-kB expr up	STAT1 inh	Efa HMGR inh
COc1ccc(C(=O)Nc2cc(C(=O)O)cc(C(=O)O)c2)cc1Cl	91.6	-0.1	-14.3	92.8	13.5	0.1	1.7	1.05	7.7	-3.9
Cc1sc(-n2c(C)cc(C=O)c2C)c(C(=O)O)c1C	102.2	0.1	-3.6	107.7	-12.6	0.0	11.7	0.97	-2.4	-3.0
O=C(NC(NC(=S)Nc1ccccc1C(=O)O)C(Cl)(Cl)Cl)c1ccccc1 (stereo not drawn)	101.1	-0.3	1.1	101.1	3.5	0.0	-0.2	1.24	-1.3	16.6*
Cc1cccc(C(=O)Nc2scc(CC(C)C)c2C(=O)O)c1	102.3	0.1	8.0	95.8	6.3	0.2	18.5	1.27	-3.0	-2.1

Assay outcomes as filed in PubChem BioAssay.
